Bioassay records as filed in PubChem.
sPLA2-III inh = Blocks human group III sPLA2 activity; Q9NZ20; QFRET BODIPY PC-A2 liposome hydrolysis, fluorescence; inhibition, % at 12.2 µM; 370,000 tested, 0.56% active;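 active = inhibition above mean plus 3 SD of compounds lying within the high and low control bounds, cut at about 19% in these data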;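 also: 0% = median of test compound wells and 100% = no enzyme DMSO wells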
Target sequence (Q9NZ20 whole entry, looked up): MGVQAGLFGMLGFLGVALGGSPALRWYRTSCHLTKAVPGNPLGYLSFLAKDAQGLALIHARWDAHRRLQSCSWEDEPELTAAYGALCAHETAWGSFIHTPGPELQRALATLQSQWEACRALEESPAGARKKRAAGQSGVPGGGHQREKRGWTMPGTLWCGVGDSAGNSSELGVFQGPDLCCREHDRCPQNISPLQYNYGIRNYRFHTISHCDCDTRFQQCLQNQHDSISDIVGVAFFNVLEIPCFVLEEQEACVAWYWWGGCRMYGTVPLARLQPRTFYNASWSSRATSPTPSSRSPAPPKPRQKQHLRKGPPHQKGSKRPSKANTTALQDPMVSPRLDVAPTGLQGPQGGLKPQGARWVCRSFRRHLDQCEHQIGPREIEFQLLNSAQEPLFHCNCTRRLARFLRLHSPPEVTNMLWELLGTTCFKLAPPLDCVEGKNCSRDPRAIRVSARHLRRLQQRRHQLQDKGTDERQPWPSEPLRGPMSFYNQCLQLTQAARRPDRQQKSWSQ
hcDAF12 agonist = activators of H. contortus DAF-12 nuclear receptor | AID 652067 | 370,000 tested, 1.4% active | HEK293 hcDAF-12 lit1-tk-luc reporter, luminescence; 0% DMSO, 100% Δ7-dafachronic acid | activation, % at 6.8 µM;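 active = activation above the mean of all tested compounds plus 3 SD, cut at about 5.5% in these data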;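 also: 100% = response to 3 µM Δ7-dafachronic acid high control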
FXN GAA850 act = frataxin GAA850 promoter activation; activation, % at 6 µM; HEK293 lucGAA850 FXN promoter luciferase reporter, 24 h; percent of 10 µM SAHA response; 360,000 tested, 0.56% active;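 active = activation above the average of all compounds screened plus 3 SD, cutoff fixed separately per campaign, cut at about 7.5% in these data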;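 also: 0% = DMSO wells and 100% = 10 µM SAHA wells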
NPR1 activator = GC-A (human) enzyme activation; P16066; HEK293 GC-A cells, cGMP TR-FRET, EC30 ANP; 0% at EC30 ANP, 100% saturating ANP; activation, % at 10 µM; 370,000 tested, 0.14% active; AID 1671463; in the data active = activation above about 40%
hgDAF12 agonist = agonists of H. glycines DAF-12 nuclear receptor. HEK293 GAL4-hgDAF12 UAS-luciferase reporter, agonist luminescence; normalized to butyrate control. activation, % at 6.8 µM. 370,000 tested, 1.8% active;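 active = activation above a cutoff set at the mean of all screened compounds plus 3 SD, cut at about 10% in these data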;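 also: 0% = DMSO wells and 100% = sodium butyrate wells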
SMARCA2 act = SMARCA2 function activation, primary screen | MG213 cells, MMTV-luciferase reporter, dexamethasone, overnight | activation, % at 9.1 µM | 370,000 tested, 1% active; in the data active = activation above about 7.8%;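 also: 0% = vehicle wells and 100% = reference activator wells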
proKLK7 act = activates the human kallikrein-7 zymogen | P49862 | purified proKLK7, EDANS-DABCYL substrate fluorescence; 100% is mature enzyme control, 0% vehicle | activation, % at 7 µM | 370,000 tested, 0.9% active;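 active = activation above the mean of all tested compounds plus 3 SD, computed per campaign excluding outliers beyond control limits, cut at about 13% in these data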
Target sequence (P49862 whole entry, looked up): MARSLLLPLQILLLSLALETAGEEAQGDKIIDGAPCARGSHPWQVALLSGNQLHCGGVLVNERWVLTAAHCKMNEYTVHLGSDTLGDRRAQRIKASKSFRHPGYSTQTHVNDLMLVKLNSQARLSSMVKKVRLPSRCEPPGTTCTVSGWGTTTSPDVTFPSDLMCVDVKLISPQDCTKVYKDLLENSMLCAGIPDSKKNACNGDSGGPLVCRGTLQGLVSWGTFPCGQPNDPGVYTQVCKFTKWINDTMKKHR
DAX1 inh-1 = inhibitors of DAX1 repression of SF-1 activated StAR promoter. HEK293T StAR-luciferase reporter, SF-1/DAX-1 repression relief. inhibition, % at 6.8 µM. 370,000 tested, 1.1% active. AID 652010;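 active = inhibition above the mean over all tested compounds plus 3 SD, cut at about 3.6% in these data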;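 also: 0% = DAX-1 cells with DMSO and 100% = cells lacking DAX-1 with DMSO; higher inhibition means more luminescence from relief of DAX-1 repression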
DAX1 inh-2 = inhibitors of human orphan nuclear receptor DAX1 (NR0B1). HEK293 Gal4-DAX1 luciferase reporter, luminescence. 340,000 tested, 0.99% active. AID 504766. inhibition, % at 6.75 µM;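 active = inhibition above the mean over all tested compounds plus 3 SD, cut at about 4.2% in these data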;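 also: 0% = DAX1-transfected cells with DMSO and 100% = empty-vector control cells with DMSO; inhibition shows as a rise in luminescence from relieved DAX1 repression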
Target sequence (P51843 207-470 limits assumed): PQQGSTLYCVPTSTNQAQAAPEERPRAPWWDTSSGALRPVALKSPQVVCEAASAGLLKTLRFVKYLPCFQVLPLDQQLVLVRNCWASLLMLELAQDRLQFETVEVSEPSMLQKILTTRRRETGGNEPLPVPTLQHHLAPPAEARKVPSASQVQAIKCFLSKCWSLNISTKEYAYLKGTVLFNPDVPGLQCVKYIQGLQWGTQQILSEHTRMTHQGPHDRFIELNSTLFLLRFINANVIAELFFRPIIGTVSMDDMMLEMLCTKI
ssDAF-12 act = activators of S. stercoralis DAF-12 nuclear receptor; HEK293 ssDAF-12/GRIP1 lit1-tk-luc reporter, luminescence; % of 3 µM dafachronic acid response; activation, % at 6.8 µM; 370,000 tested, 1% active; AID 652126;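 active = activation above the mean over all tested compounds plus 3 SD, cut at about 0.9% in these data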;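 also: 0% = DMSO-only wells and 100% = 3 µM delta7-dafachronic acid wells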
NPR2 activator = GC-B (human) receptor activation. 370,000 tested, 0.11% active. HEK293-GC-B cells, CNP EC30, cGMP TR-FRET; 0% at EC30 CNP, 100% saturating CNP. activation, % at 10 µM. P20594;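 active = activation at 10 µM reaching about 35% in either raw or pattern-adjusted values, limit read from the data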
An asterisk follows results filed as active; x = no result given. Not a hit list; about 6.7% have a hit in one of these screens.

SMILES	sPLA2-III inh	hcDAF12 agonist	FXN GAA850 act	NPR1 activator	hgDAF12 agonist	SMARCA2 act	proKLK7 act	DAX1 inh-1	DAX1 inh-2	ssDAF-12 act	NPR2 activator
CC1(C)CC(=O)c2ccc(OCc3ccc([N+](=O)[O-])cc3)cc2O1	2	17*	8.4*	2	10	3	0.0	1.8	x	1.2*	1
O=[N+]([O-])c1cc2no[n+]([O-])c2cc1N1CCCCC1	-9	-0.5	3.4	42*	0.5	-2	0.2	-2.1	-0.5	-0.9	20
CCc1nc2scc(-c3cccs3)c2c(=O)o1	2	2.5	-1.8	5	0.6	-3	-0.5	0.3	1.1	-0.6	6
CCCC1CCC(c2ccc(OCC)cc2)=CC1=O (configuration not stated)	10	0.8	3.1	4	14*	0	-0.2	1.5	3.3	-0.3	0
Cc1cc(C)nc(N(C#N)Cc2ccc(Cl)cc2)n1	-6	-1.5	0.5	-9	-0.8	0	-0.3	-0.6	0.6	-1.6	-5
O=C(CN1C(=O)c2ccccc2C1=O)Nc1ccccc1C(=O)N1CCCC1	3	-0.5	-1.5	2	-1.2	1	-0.2	0.0	-0.1	-1.4	6
Cc1ccc(S(=O)(=O)Nc2ccccc2F)cc1C(=O)N1CCCC1	-2	0.8	1.4	-1	-0.3	-1	0.0	3.4	-0.5	-0.4	1
Cc1cccc(C(=O)NCCCNC(=O)c2cccc(C)c2)c1	0	-1.2	1.1	-2	-3.5	-4	-0.2	0.1	-0.7	-1.3	0
Cc1c(C(=O)O)oc2ccc(S(=O)(=O)NCc3ccc4c(c3)OCO4)cc12	-3	-0.1	-3.3	0	0.0	-2	0.7	0.0	0.5	-1.5	5
COc1cc(CNc2ccc3[nH]c(=O)[nH]c3c2)cc(Br)c1OCC(=O)NC(C)(C)C	-5	-2.3	5.0	0	-6.3	-7	0.7	-1.0	-2.4	-1.6	2
COc1ccc(OCC(=O)Nc2c(Cl)ccc3nsnc23)cc1	0	6.2*	2.7	3	0.2	-3	-0.3	-0.5	1.1	-1.3	0
O=C(c1cccs1)n1nc(-c2ccccc2)nc1NCc1ccco1	5	-1.6	1.6	-2	-2.9	4	0.2	-0.3	0.1	-1.0	-7
CCC(=O)Nc1cccc(-c2ccc(N3CCC(C)CC3)nn2)c1	4	5.8*	-1.3	-1	18*	3	-0.4	2.2	0.7	1.0*	-6
Cc1nn(C)cc1CNCc1c(C(=O)N2CCCCC2)nc2c(C)cccn12	0	0.1	0.7	-1	-1.4	-2	-0.5	-0.5	-0.7	-0.9	-3
O=C(CN1CCN(S(=O)(=O)c2ccc(Cl)cc2)CC1)Nc1ccc2c(c1)OCCO2	-21	-0.7	-1.6	-5	-1.5	0	0.3	-0.5	-0.6	-1.1	-3
Cc1ccc(NC(=O)c2cnccn2)c(Br)c1	-5	0.1	5.2	-5	9.2	10*	0.1	0.9	0.8	0.1	-6
CN(CC(=O)Nc1cccc(F)c1)C(=O)CSc1nc2ccccc2s1	-15	2.6	0.6	-1	0.4	0	0.5	0.1	-0.3	0.7	-8
Cc1ccc2c(c1)C1CN(C)CCC1N2S(=O)(=O)c1cc(C(F)(F)F)ccc1Cl (configuration not stated)	-20	-2.2	2.9	-6	-1.2	-3	0.1	-0.9	-0.3	-0.5	-6
O=C(NC(O)C(=O)c1ccccc1)c1ccccn1 (configuration not stated)	-4	0.9	-0.5	2	0.7	0	-0.2	-0.1	-0.4	-0.7	5
O=C(NCC(=O)N1CCN(c2ccccc2O)CC1)c1ccc2c(c1)OCO2	-5	0.2	2.2	1	-1.3	-4	0.3	0.1	-0.4	0.8	2
CN(CC(=O)Nc1cccc(F)c1)C(=O)/C=C/c1ccc(S(=O)(=O)N2CCCCCC2)cc1	-23	-2.6	-1.5	3	-1.6	-1	0.2	-0.4	0.0	-1.4	-1
CCCCc1c(-c2cccc(OC)c2)ncn1CCc1ccccc1OC	-14	-2.1	x	-11	0.6	-4	-0.1	-3.5	x	-1.9	-13
Cc1nnc(NC(=O)CS(=O)(=O)Cc2ccccc2)s1	5	0.7	-0.3	2	-0.6	-4	0.2	0.0	1.0	-1.1	-6
CC(=O)C1=C(O)C(=O)N(CCCCCC(=O)O)C1c1ccc(N(C)C)cc1 (configuration not stated)	9	-0.8	-0.6	-1	0.7	-1	0.0	-0.2	0.1	-0.9	-2
CCC(c1c[nH]c2ccccc12)c1cn(C)c2ccccc12 (configuration not stated)	-29	5.5	x	-5	4.2	-5	-0.1	-0.3	x	-1.1	0
CCN(CC)C(=O)C(=O)N/N=C/c1ccc(Br)cc1	-3	1.8	3.2	-3	0.9	0	-0.2	0.1	0.0	-1.4	-6
CCOc1ccc(S(=O)(=O)N(C)c2ccc(OCC(=O)NCC3CCCCC3)cc2)cc1	-11	-1.0	4.0	2	-2.5	0	-0.3	-3.2	-1.0	-2.1	0
COCCn1cc(C(=O)NCCN(C)C)c2c3ccccc3n(C)c2c1=O	1	-1.0	-0.5	-1	-3.0	4	-10	0.2	-0.4	-0.8	-4
CCOC(=O)N1CCN(c2c(N3CCN(c4cccc(C)c4C)CC3)c(=O)c2=O)CC1	6	-3.4	-1.5	12	-0.2	-3	0.0	1.1	0.3	-1.0	-2
CC(C)c1[nH]nc2c1C(C1C=CCCC1)C(C#N)=C(N)O2 (configuration not stated)	9	2.4	0.6	1	0.2	-4	0.8	-0.3	-1.1	-1.1	2
OC(CNCc1ccccc1Cl)COc1ccc(F)cc1 (configuration not stated)	-1	0.5	-1.8	-1	-1.4	3	0.2	0.1	1.5	-0.6	1
O=c1[nH]nc(Cc2ccc(-c3ccc(Cl)cc3)o2)c2ccccc12	-8	-1.9	3.3	4	-0.4	1	0.1	-0.1	0.8	-0.9	-9
Cc1c(NC(=O)Cc2noc3ccccc23)cccc1[N+](=O)[O-]	-1	-0.4	-0.3	0	0.3	-2	-0.2	0.8	-0.7	-1.0	-2
Cc1ccccc1Oc1ccc2c(c1)[C@@H]1C[C@H](N(C)C(=O)c3ccco3)[C@H]([C@H](C)O)C(=O)N1CC2	-10	-0.1	-11	-1	-0.8	1	-0.1	-1.6	0.0	-0.9	-1
C/C(=N\NC(=O)c1nnn(-c2nonc2N)c1-c1ccccc1)c1cccnc1	-2	0.6	0.1	1	2.8	-2	0.6	0.2	1.0	-0.8	0
CN(c1ccccc1)S(=O)(=O)c1ccc(Cl)nc1	-4	0.3	0.0	3	-0.7	0	-0.1	-0.7	1.2	-1.9	10
Cc1cc(OCC(=O)NCc2ccncc2)c2c(C)c(C)c(=O)oc2c1	5	0.1	-0.7	-5	0.1	-2	1.5	-3.1	1.1	-1.1	-4
CC(OC(=O)CCNS(=O)(=O)c1cccs1)C(=O)Nc1ccc(S(N)(=O)=O)cc1 (configuration not stated)	0	-0.3	-0.3	0	-0.3	-1	0.2	0.0	1.6	-0.9	4
CCCCN(C)CCN1C(=O)C2C(C(=O)Nc3ccc(C)cc3)C3C=CC2(O3)C1C(=O)NC1CCCCC1 (configuration not stated)	-10	-1.0	2.3	1	3.2	0	0.8	0.5	-0.9	-0.9	-1
Cc1ccc(-c2nnc(SCC(=O)Nc3ccccc3F)o2)cc1	-4	-4.7	-9.2	0	-12	-3	0.6	-3.0	-8.7	-2.6	0
CCc1nnc(NC(=O)C(=O)NCCOC(=O)c2ccccc2Cl)s1	-3	-0.6	-1.8	0	-0.7	-3	0.7	0.4	0.5	-0.6	0
CC(=O)c1cccc(OCC(=O)N2CCCc3ccccc32)c1	6	-1.7	-1.3	0	0.8	-2	-0.4	-0.3	-0.3	-0.7	-4
Cc1csc(-c2nc3ccccc3n2C(C(=O)NC(C)(C)C)c2ccccc2)c1 (configuration not stated)	11	-0.6	x	-16	-3.3	-3	0.7	0.9	x	-1.3	-19
CCn1c(=O)cc(SCC(=O)N2CCN(C(=O)c3ccco3)CC2)c2ccccc21	-3	-0.3	0.1	0	-1.7	-2	-0.2	0.8	-0.2	-1.1	-3
O=C(O)CCN1C(=O)c2ccc(NC(=O)CCc3ccccc3)cc2C1=O	16	0.9	1.1	1	1.4	-1	-88	0.1	-0.1	-0.7	3
Cc1cc(C)c(NC(=O)CSCc2c(C)noc2C)c(Cl)c1	0	-2.2	-0.7	2	3.2	-2	0.2	-0.9	-1.2	-1.2	-2
CC(NC(=O)c1cccc(S(=O)(=O)N2CCN(Cc3ccccc3)CC2)c1)c1ccc(Br)cc1 (configuration not stated)	3	0.8	-0.1	-5	1.7	4	1.1	1.2	0.7	-0.8	5
CC(=O)Nc1nc(C)c(Cc2ccccc2)c(=O)[nH]1	4	-0.7	1.1	1	-0.8	1	0.2	0.1	0.7	-1.2	0
Cc1noc(C)c1C(=O)Nc1nc(-c2cccs2)cs1	1	2.2	4.0	3	3.5	5	0.3	0.3	1.3	-0.4	1
CCCCCn1c(S(=O)(=O)O)nc2ccccc21	-5	0.6	0.2	-1	1.3	-1	-0.3	-0.2	-0.6	-1.5	0
Cc1cc(C)nc(SCC(=O)N(C)CC(=O)Nc2c(Cl)cccc2Cl)n1	10	-1.2	0.0	-1	-1.1	-3	-0.3	0.9	-0.4	-1.2	4
N/C(=N\OC(=O)C1CCCCC1)c1ccc(Cl)cc1	1	-0.3	3.5	4	0.3	-2	-0.5	1.7	0.3	-0.7	-1
Cc1ccc(C)c(NC(=O)C(C)CC2COCCO2)c1 (configuration not stated)	-5	0.0	2.5	0	-1.4	2	-1.1	-0.2	0.5	-0.4	-2
CC(=O)Nc1ccc(SC[C@H](Cc2ccccc2)N2CCN(CCc3ccccc3)CCC2=O)cc1	-24	-1.6	-3.8	-2	-0.8	1	0.7	0.2	-0.5	-1.4	-4
C[C@H]1CN([C@@H](C)CO)C(=O)c2cc(-c3cccnc3)cnc2O[C@H]1CN(C)Cc1ccc(Oc2ccccc2)cc1	-2	-1.1	-1.1	2	-2.2	-2	-0.2	0.3	0.9	-0.9	1
OC(CN1CCN(Cc2ccccc2)CC1)Cn1c2ccccc2c2ccccc21 (configuration not stated)	-22	-2.6	-0.7	-3	-1.9	-2	0.2	-0.6	-1.2	-1.5	-11
CCC(CC)C(=O)NCc1ccccc1Cl	-7	0.3	-0.6	0	-1.8	-1	0.1	0.0	1.6	-1.1	-7
COc1ccc(-n2nc(C(=O)NCC(=O)Nc3ccccn3)c3ccccc3c2=O)cc1	3	-2.0	-2.1	-6	-1.3	-2	0.0	-0.6	-0.8	-1.1	4
O=C(OCC(=O)N1CCCc2ccccc21)c1cnc(Cl)c(Cl)c1	-4	0.3	1.2	10	-0.1	1	0.4	0.4	-0.2	-0.9	5
COc1ccncc1-c1ccccc1C1=CC(=O)CC(C)(C)C1=O	-8	0.2	-0.2	3	-1.1	-2	0.4	-0.5	0.0	-0.7	-1
